Source: PubChem BioAssay (The Scripps Research Institute Molecular Screening Center)
LEDGF integ inh – blocks HIV-1 LEDGF/p75-dependent DNA integration. TR-FRET IN-LEDGF/p75 DNA integration, Eu/Cy5. inhibition, % at 3.7 µM. 0.64% of 370,000 active. AID 743269;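 active = inhibition above the screen-wide mean plus 3 SD, cut at about 13% in these data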;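 note: signal is the Cy5 over europium emission ratio at 671 and 618 nm; 0% = plate median of compound wells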
ARFGAP1 inh – inhibitors of rat ARFGAP1 | Arfgap1-stimulated ARF1 GTP hydrolysis, GDP FP detection | 0.26% of 360,000 active | AID 651572 | inhibition, % at 16.5 µM | Q62848;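 active = inhibition above a per-plate limit, mean inhibition of low control wells plus 3 SD, cut at about 25% in these data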;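 note: 0% = DMSO wells with enzyme and 100% = wells lacking Arfgap1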
Target sequence (Q62848 1-136 limits assumed): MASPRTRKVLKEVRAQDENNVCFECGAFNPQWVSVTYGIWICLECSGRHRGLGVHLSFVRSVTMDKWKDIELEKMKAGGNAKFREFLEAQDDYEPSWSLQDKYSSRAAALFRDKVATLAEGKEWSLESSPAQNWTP
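Assay system: purified rat His6-Arfgap1 residues 1-136 (GAP domain); Reagent: human Δ17 ARF1 bound to GTP; Dosing: 16.5 µM single point, 1.26% DMSO; Times: GTP hydrolysis reaction 2 h at 25 °C; Signal: FP, GDP Alexa 633 tracer displaced from anti-GDP antibody, 620/688 nm; Measure: % inhibition from polarization.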
ADAM17 inh – ADAM17 inhibition, QFRET primary screen; P78536; recombinant ADAM17, EDANS/DABCYL FRET peptide cleavage; inhibition, % at 6.95 µM; 0.83% of 370,000 active; AID 720648;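 active = inhibition above the mean of compounds lying between control limits plus 3 SD, set per campaign, cut at about 8.5% in these data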;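 note: 0% = DMSO-only wells as the low control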
PLCg1 inh – blocks human PLC-gamma1 enzyme activity. P19174. purified PLC-gamma1, fluorogenic substrate, fluorescence. inhibition, % at 12.2 µM. 0.84% of 370,000 active; in the data active = inhibition above about 9.5%
KLK7 zymogen act – activates the human kallikrein-7 zymogen; P49862; purified proKLK7, EDANS-DABCYL substrate fluorescence; 100% is mature enzyme control, 0% vehicle; activation, % at 7 µM; 0.9% of 370,000 active; AID 652039;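 active = activation above the mean of all tested compounds plus 3 SD, computed per campaign excluding outliers beyond control limits, cut at about 13% in these data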
ASAP1 inh – ASAP1 ArfGAP inhibition. Q9ULH1. ASAP1-stimulated ARF1 GTP hydrolysis, GDP FP detection. 0.19% of 360,000 active. AID 624377. inhibition, % at 16.5 µM; in the data active = inhibition above about 25%;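 note: 0% = vehicle with enzyme and substrate and 100% = no enzyme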
Target sequence (Q9ULH1 325-724 limits assumed): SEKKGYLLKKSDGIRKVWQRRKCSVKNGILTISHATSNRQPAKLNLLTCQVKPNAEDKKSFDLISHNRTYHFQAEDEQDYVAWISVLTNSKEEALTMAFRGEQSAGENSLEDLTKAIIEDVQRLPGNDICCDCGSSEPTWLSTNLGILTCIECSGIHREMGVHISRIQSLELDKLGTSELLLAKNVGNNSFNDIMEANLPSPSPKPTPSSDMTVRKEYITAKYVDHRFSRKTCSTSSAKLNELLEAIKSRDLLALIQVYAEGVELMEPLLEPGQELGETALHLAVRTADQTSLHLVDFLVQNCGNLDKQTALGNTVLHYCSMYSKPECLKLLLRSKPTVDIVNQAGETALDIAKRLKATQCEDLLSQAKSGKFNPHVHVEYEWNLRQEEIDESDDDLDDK
Tn7 DDE FP – disrupts Tn7 cyclic peptide binding to fibrin D-Dimer-E complex; P02675; FP displacement of FITC-Tn7 peptide from fibrin DD(E); 0% = median of compound wells per plate; inhibition, % at 8.3 µM; AID 720508; 0.13% of 370,000 active;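 active = inhibition above the mean of compounds falling within the control limits plus 3 SD of them, cut at about 14% in these data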;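 note: 0% = plate median of compound wells and 100% = 10 µM Aha-Tn7 peptide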
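Assay system: human fibrin DD(E) protein / Input: 2 µM fibrin DD(E) / Benchmarks: high control of 10 µM Aha-Tn7 peptide / Measured by: fluorescence polarization of the labelled Tn7 tracer / Medium: Tris buffer with calcium and detergent, pH 7.8 / Timing: 10 min compound pre-incubation, 3 h probe incubation at room temperature / Repeats: one replicate per compound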
ADAM10 inh – ADAM10 inhibition, QFRET primary screen. inhibition, % at 7 µM. recombinant ADAM10, EDANS/DABCYL FRET peptide cleavage, 3 h. 0.62% of 370,000 active;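 active = inhibition above a per-campaign cutoff equal to the mean of compounds falling between control-based bounds plus 3 SD, cut at about 20% in these data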;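 note: 0% = DMSO wells while the 100% control is not disclosed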
Target sequence (O14672 214-748 limits assumed): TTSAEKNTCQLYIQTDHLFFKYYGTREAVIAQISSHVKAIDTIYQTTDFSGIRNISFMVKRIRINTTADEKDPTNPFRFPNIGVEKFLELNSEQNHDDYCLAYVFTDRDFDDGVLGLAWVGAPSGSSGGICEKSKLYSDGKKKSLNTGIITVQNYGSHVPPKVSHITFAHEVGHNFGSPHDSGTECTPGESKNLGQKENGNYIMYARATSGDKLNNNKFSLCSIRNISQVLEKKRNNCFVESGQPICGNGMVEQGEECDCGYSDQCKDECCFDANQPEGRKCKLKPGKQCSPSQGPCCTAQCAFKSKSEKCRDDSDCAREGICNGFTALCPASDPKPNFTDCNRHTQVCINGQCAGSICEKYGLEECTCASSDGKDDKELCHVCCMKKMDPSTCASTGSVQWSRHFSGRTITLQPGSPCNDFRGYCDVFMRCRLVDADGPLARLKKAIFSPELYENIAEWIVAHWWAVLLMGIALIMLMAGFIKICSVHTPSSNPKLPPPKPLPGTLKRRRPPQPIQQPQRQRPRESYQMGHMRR
Tn6 DDE FP – DD(E)-Tn6 binding inhibition, primary FP screen; Fibrin DD(E) TRITC-Tn6 fluorescence polarization displacement; inhibition, % at 8.3 µM; 0.21% of 370,000 active; AID 720509;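 active = inhibition above a per-campaign cutoff: mean of compounds within control limits plus 3 SD, cut at about 15% in these data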;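 note: 0% = median of all compound wells on the plate and 100% = blocking peptide control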
TDP2 absorb – TDP2 (human) inhibition, absorbance primary screen. O95551. recombinant TDP2, T5PNP hydrolysis, p-nitrophenol absorbance 415 nm. inhibition, % at 12.8 µM. 0.34% of 370,000 active;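 active = inhibition above the mean of all tested compounds plus 3 SD, set per campaign, cut at about 25% in these data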;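 note: 0% = DMSO with enzyme and 100% = buffer with substrate but no TDP2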
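Test system: human TDP2 enzyme; Input: 120 nM TDP2 per well; Buffer or medium: Mg2+-containing Tris-HCl buffer, pH 7.5; Reagent: 5 mM T5PNP; Dosing: 12.8 µM single point, 1% DMSO; Incubation: reaction 2 h, 37 °C; Detection: p-Nitrophenol epi absorbance; Read-out: % inhibition relative to enzyme-containing and enzyme-free wells; Replicates: single well per compound.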
* hit, by the source's call.

The opening two compounds, to show the layout:
Results for O=C(Nc1ccc(F)cc1)Nc1ccccc1F ?
LEDGF integ inh: 2; ARFGAP1 inh: 0; ADAM17 inh: 3; PLCg1 inh: 3; KLK7 zymogen act: 0.3; ASAP1 inh: 5; Tn7 DDE FP: -4; ADAM10 inh: 7; Tn6 DDE FP: 4; TDP2 absorb: 5

Results for CCCCNC(=O)n1c(=O)oc2ccc(Cl)cc21 ?
LEDGF integ inh: -3; ARFGAP1 inh: 10; ADAM17 inh: 5; PLCg1 inh: -2; KLK7 zymogen act: 0.1; ASAP1 inh: 1; Tn7 DDE FP: 1; ADAM10 inh: -11; Tn6 DDE FP: 5; TDP2 absorb: -6

All compounds of this part (from the top)
Results for O=C(Nc1ccc(F)cc1)Nc1ccccc1F ?
LEDGF integ inh: 2; ARFGAP1 inh: 0; ADAM17 inh: 3; PLCg1 inh: 3; KLK7 zymogen act: 0.3; ASAP1 inh: 5; Tn7 DDE FP: -4; ADAM10 inh: 7; Tn6 DDE FP: 4; TDP2 absorb: 5

Results for CCCCNC(=O)n1c(=O)oc2ccc(Cl)cc21 ?
LEDGF integ inh: -3; ARFGAP1 inh: 10; ADAM17 inh: 5; PLCg1 inh: -2; KLK7 zymogen act: 0.1; ASAP1 inh: 1; Tn7 DDE FP: 1; ADAM10 inh: -11; Tn6 DDE FP: 5; TDP2 absorb: -6

Results for O=C(CN1C(=O)NC2(CCCC2)C1=O)Nc1cc(Cl)ccc1N1CCCCC1 ?
LEDGF integ inh: 3; ARFGAP1 inh: -6; ADAM17 inh: 2; PLCg1 inh: 3; KLK7 zymogen act: 0.3; ASAP1 inh: -9; Tn7 DDE FP: 6; ADAM10 inh: 8; Tn6 DDE FP: -2; TDP2 absorb: -1

How did COc1cc(/C=C/c2ccc3cccc([N+](=O)[O-])c3n2)ccc1OCC#N do in these assays?
LEDGF integ inh: 0; ARFGAP1 inh: 11; ADAM17 inh: 7; PLCg1 inh: 3; KLK7 zymogen act: -1.7; ASAP1 inh: 16; Tn7 DDE FP: -4; ADAM10 inh: 11; Tn6 DDE FP: 2; TDP2 absorb: 2

What do the screens show for `COc1ccc(Cl)cc1S(=O)(=O)N1CCCC1`?
LEDGF integ inh: -3; ARFGAP1 inh: -1; ADAM17 inh: -5; PLCg1 inh: -1; KLK7 zymogen act: 0.4; ASAP1 inh: -4; Tn7 DDE FP: -3; ADAM10 inh: -1; Tn6 DDE FP: 6; TDP2 absorb: 4

What do the screens show for `CC(C)(C)N(NC(=O)c1ccccc1)C(=O)c1cccc(C(=O)N(NC(=O)c2ccccc2)C(C)(C)C)c1`?
LEDGF integ inh: 2; ARFGAP1 inh: 1; ADAM17 inh: -4; PLCg1 inh: 2; KLK7 zymogen act: -0.5; ASAP1 inh: 4; Tn7 DDE FP: -1; ADAM10 inh: -4; Tn6 DDE FP: 3; TDP2 absorb: -15

What do the screens show for `O=c1c2ccccc2ncn1-c1ccc(Cl)c(Cl)c1`?
LEDGF integ inh: -1; ARFGAP1 inh: -2; ADAM17 inh: 1; PLCg1 inh: 0; KLK7 zymogen act: -0.3; ASAP1 inh: 3; Tn7 DDE FP: -14; ADAM10 inh: 6; Tn6 DDE FP: -2; TDP2 absorb: -5

How did Cc1cc(=O)n(CC(C)C)c(O)c1C#N do in these assays?
LEDGF integ inh: -2; ARFGAP1 inh: -6; ADAM17 inh: -8; PLCg1 inh: -19; KLK7 zymogen act: 8.6; ASAP1 inh: 5; Tn7 DDE FP: -1; ADAM10 inh: -14; Tn6 DDE FP: -9; TDP2 absorb: 17

Results for COc1cccc(CO[C@H]2C=C[C@@H](c3ccccc3)O[C@@H]2CO)c1 ?
LEDGF integ inh: 2; ADAM17 inh: 0; PLCg1 inh: -1; KLK7 zymogen act: 0.0; Tn7 DDE FP: 2; ADAM10 inh: 0; Tn6 DDE FP: 9; TDP2 absorb: 4

Results for Cc1cc(C(=O)NC2CCCCCC2)c2ccccc2n1 ?
LEDGF integ inh: -1; ARFGAP1 inh: 5; ADAM17 inh: -9; PLCg1 inh: 1; KLK7 zymogen act: -0.8; ASAP1 inh: 0; Tn7 DDE FP: -2; ADAM10 inh: -20; Tn6 DDE FP: -11; TDP2 absorb: -21

How did CCOC(=O)C1=CCN(S(=O)(=O)c2ccccc2Cl)C1c1cccc(Br)c1 (configuration not stated) do in these assays?
LEDGF integ inh: -3; ARFGAP1 inh: 4; ADAM17 inh: 6; PLCg1 inh: 0; KLK7 zymogen act: 0.4; ASAP1 inh: -4; Tn7 DDE FP: 3; ADAM10 inh: 6; Tn6 DDE FP: 4; TDP2 absorb: -1

How did CCN(C(=O)COC(=O)c1ccc2c(c1)OCO2)c1ccc(F)cc1 do in these assays?
LEDGF integ inh: 0; ARFGAP1 inh: -11; ADAM17 inh: -2; PLCg1 inh: -1; KLK7 zymogen act: 0.6; ASAP1 inh: 1; Tn7 DDE FP: 3; ADAM10 inh: -1; Tn6 DDE FP: -5; TDP2 absorb: 4

Results for CN(CC(=O)Nc1ccc(N2CCOCC2)cc1)C(=O)C12CC3CC(CC(C3)C1)C2 ?
LEDGF integ inh: -1; ARFGAP1 inh: 4; ADAM17 inh: 0; PLCg1 inh: 0; KLK7 zymogen act: 0.5; ASAP1 inh: -2; Tn7 DDE FP: -1; ADAM10 inh: -6; Tn6 DDE FP: 5; TDP2 absorb: -3

What do the screens show for `NNC(=O)c1nnn(-c2nonc2N)c1CN1CCCC1`?
LEDGF integ inh: -5; ARFGAP1 inh: -5; ADAM17 inh: -2; PLCg1 inh: -2; KLK7 zymogen act: 0.3; ASAP1 inh: 11; Tn7 DDE FP: 3; ADAM10 inh: -2; Tn6 DDE FP: -4; TDP2 absorb: 5

Results for Cc1ccc(S(=O)(=O)N/N=C\c2ccc3c(c2)OCO3)c(C)c1 ?
LEDGF integ inh: -5; ARFGAP1 inh: 4; ADAM17 inh: 0; PLCg1 inh: 0; KLK7 zymogen act: 0.5; ASAP1 inh: -5; Tn7 DDE FP: -1; ADAM10 inh: 6; Tn6 DDE FP: 0; TDP2 absorb: -6

How did CCN(CC)CCNC(=O)CCc1c(C)nc2c(c(C)nn2-c2ccc(C)c(C)c2)c1C do in these assays?
LEDGF integ inh: 3; ARFGAP1 inh: 8; ADAM17 inh: -49; PLCg1 inh: -101; KLK7 zymogen act: -1.5; ASAP1 inh: 8; Tn7 DDE FP: -3; ADAM10 inh: -154; Tn6 DDE FP: 6; TDP2 absorb: 0

How did C(=C\c1ccc2ccccc2n1)/c1ccccc1 do in these assays?
LEDGF integ inh: 5; ARFGAP1 inh: -2; ADAM17 inh: -19; PLCg1 inh: 0; KLK7 zymogen act: 0.1; ASAP1 inh: 14; Tn7 DDE FP: 1; ADAM10 inh: -19; Tn6 DDE FP: 0; TDP2 absorb: -14

How did O=C(O)[C@@H]1CSC2c3ccccc3C(=O)N21 (some centres not stated) do in these assays?
LEDGF integ inh: 1; ARFGAP1 inh: 2; ADAM17 inh: -2; PLCg1 inh: 3; KLK7 zymogen act: 0.1; ASAP1 inh: 10; Tn7 DDE FP: 7; ADAM10 inh: 5; Tn6 DDE FP: 9; TDP2 absorb: 14

What do the screens show for `CCCn1c(NCc2ccco2)nc2c1c(=O)n(C)c(=O)n2C`?
LEDGF integ inh: -1; ARFGAP1 inh: 6; ADAM17 inh: -4; PLCg1 inh: -4; KLK7 zymogen act: -0.1; ASAP1 inh: 0; Tn7 DDE FP: 7; ADAM10 inh: 3; Tn6 DDE FP: -2; TDP2 absorb: 1

What do the screens show for `COc1ccc(Cn2c(=O)[nH]c3cc(C(=O)NCc4ccc5c(c4)OCO5)ccc3c2=O)cc1`?
LEDGF integ inh: 1; ARFGAP1 inh: 1; ADAM17 inh: -3; PLCg1 inh: 0; KLK7 zymogen act: -0.5; ASAP1 inh: -2; Tn7 DDE FP: -8; ADAM10 inh: -3; Tn6 DDE FP: -5; TDP2 absorb: 4

Results for COc1cccc(-c2ncc3ccccc3c2COC(=O)N2CCOCC2)c1 ?
LEDGF integ inh: 1; ARFGAP1 inh: 8; ADAM17 inh: -1; PLCg1 inh: -1; KLK7 zymogen act: 0.4; ASAP1 inh: 7; Tn7 DDE FP: 0; ADAM10 inh: -17; Tn6 DDE FP: -1; TDP2 absorb: 5

How did COc1ccc(NC(=O)Cn2nc(C(=O)O)c3ccccc3c2=O)cc1OC do in these assays?
LEDGF integ inh: 0; ARFGAP1 inh: 5; ADAM17 inh: -1; PLCg1 inh: 1; KLK7 zymogen act: 0.3; ASAP1 inh: -4; Tn7 DDE FP: 5; ADAM10 inh: 5; Tn6 DDE FP: 4; TDP2 absorb: 4

What do the screens show for `C/C(=N/NC(=O)CCC(=O)Nc1ccc(Br)cc1)c1ccc(Br)cc1`?
LEDGF integ inh: 1; ARFGAP1 inh: 4; ADAM17 inh: -3; PLCg1 inh: 2; KLK7 zymogen act: -0.5; ASAP1 inh: -9; Tn7 DDE FP: -4; ADAM10 inh: 7; Tn6 DDE FP: -5; TDP2 absorb: 23

Results for c1coc(-c2cc(C3CCNCC3)[nH]n2)c1 ?
LEDGF integ inh: 5; ARFGAP1 inh: -8; ADAM17 inh: 1; PLCg1 inh: 3; KLK7 zymogen act: -0.6; ASAP1 inh: 6; Tn7 DDE FP: 3; ADAM10 inh: 4; Tn6 DDE FP: 1; TDP2 absorb: -4

How did CCCCCCCCCC1(CC(=O)OCC)SCCN1C(N)=O (configuration not stated) do in these assays?
LEDGF integ inh: -2; ARFGAP1 inh: 4; ADAM17 inh: 1; PLCg1 inh: -2; KLK7 zymogen act: 0.0; ASAP1 inh: 1; Tn7 DDE FP: 0; ADAM10 inh: -3; Tn6 DDE FP: 8; TDP2 absorb: -2

Results for CC(C)CN(C)C(=O)CCc1nnc(Cc2ccc(-c3ccccc3)cc2)o1 ?
LEDGF integ inh: -1; ARFGAP1 inh: 1; ADAM17 inh: 0; PLCg1 inh: 1; KLK7 zymogen act: 0.1; ASAP1 inh: 3; Tn7 DDE FP: 3; ADAM10 inh: -2; Tn6 DDE FP: 6; TDP2 absorb: 0

Results for CCOC(=O)c1ccccc1NC(=O)CC(C)CC(=O)O (configuration not stated) ?
LEDGF integ inh: 0; ARFGAP1 inh: 7; ADAM17 inh: -3; PLCg1 inh: -4; KLK7 zymogen act: -0.7; ASAP1 inh: -6; Tn7 DDE FP: 5; ADAM10 inh: -2; Tn6 DDE FP: 4; TDP2 absorb: 4
